CRFR2-BP antag – antagonists of CRF-BP/CRF-R2 complex, primary screen, cell-based, HEK293, calcium dye fluorescence, uHTS; CRF-induced calcium fluorescence; inhibition, % at 11.8 µM; 350,000 tested, 0.59% active;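 active = inhibition of the ligand-induced calcium signal above about 50% at the single tested concentration, limit read from the data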
TAAR1 antagonist – human TAAR1 antagonists, primary screen, Fluo-8 calcium fluorescence, CHO RD-HGA16 cells | Trace amine-associated receptor 1 (Homo sapiens), Q96RJ0 | antagonist | inhibition, % at 3 µM | 360,000 tested, 1.5% active;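 active = inhibition above a per-plate cutoff, the mean inhibition of test compounds on that plate plus 3 SD, cut at about 49% in these data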;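 note: 0% = DMSO plus EC80 beta-PEA response and 100% = DMSO alone without agonist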
Target sequence (Q96RJ0 whole entry, looked up): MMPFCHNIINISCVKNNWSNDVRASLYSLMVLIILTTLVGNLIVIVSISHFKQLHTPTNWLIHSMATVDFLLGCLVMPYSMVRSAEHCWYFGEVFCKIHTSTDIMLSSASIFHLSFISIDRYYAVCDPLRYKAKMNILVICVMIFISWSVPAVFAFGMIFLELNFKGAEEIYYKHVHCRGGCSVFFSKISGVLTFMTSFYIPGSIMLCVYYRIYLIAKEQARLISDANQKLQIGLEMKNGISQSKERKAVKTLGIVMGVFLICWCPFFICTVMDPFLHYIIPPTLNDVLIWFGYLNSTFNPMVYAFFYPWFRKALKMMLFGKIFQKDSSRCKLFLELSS
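System: CHO RD-HGA16 cells bearing hTAAR1. Reagent: EC80 β-phenethylamine stimulus. Schedule: seeding 17-24 h prior, 75-min 37 °C, 30-min RT dye loading. Signal: Fluo-8 intracellular calcium dye fluorescence, real-time kinetic reads. Read-out: % inhibition from peak post-agonist over basal fluorescence ratio. Benchmarks: vehicle wells and EC80 agonist wells. Replicates: n of 1.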
M5 antag – human M5 muscarinic receptor antagonists, primary screen, CHO cells, Fluo-8 calcium fluorescence | CHO-hM5 cells, ACh EC80 | inhibition, % at 3 µM | 360,000 tested, 0.59% active | AID 624040, 2012;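 active = inhibition above a per-plate cutoff, the mean of that plate's test compounds plus 3 SD, cut at about 27% in these data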;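 note: 0% = acetylcholine EC80 with DMSO and 100% = DMSO without agonist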
M5 PAM – human M5 muscarinic receptor positive allosteric modulators, primary screen, CHO-K1 cells, Fluo-8 calcium fluorescence. Muscarinic acetylcholine receptor M5 (Homo sapiens), P08912. CHO-K1 hM5, ACh EC20 PAM; 0% = ACh EC20, 100% = ACh EC100. activation, % at 3 µM. 360,000 tested, 0.3% active;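 active = activation above the run cutoff, the mean activation of all test compounds plus 3 SD, cut at about 18% in these data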
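Measured by: Fluo-8 calcium fluorescence; material: human M5 receptor in CHO-K1 cells; schedule: Post-acetylcholine fluorescence recording 140 s; benchmarks: low control EC20 acetylcholine (0%), high control EC100 acetylcholine (100%); read-out: Max/basal fluorescence ratio as % of EC20–EC100 ACh window; compound: single dose, 3 µM nominal final test concentration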
CHO-K1 Ca PAM – nonselective calcium activators in parental CHO-K1 cells, primary screen, counter-screen for M1 PAM project, cell-based, Fluo-8 calcium fluorescence, full deck, 1536-well | 360,000 tested, 0.02% active | activation, % at 3 µM | AID 602247, 2012 | ATP EC20; 0% at ATP EC20, 100% at ATP max;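 active = activation above the run cutoff, the mean activation of all test compounds plus 3 SD, cut at about 40% in these data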;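 note: peak over basal fluorescence ratio in a 140 s read after ATP addition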
M4 PAM – human M4 muscarinic receptor positive allosteric modulators, primary screen, CHO-K1 cells, Fluo-8 calcium fluorescence. Muscarinic acetylcholine receptor M4 (Homo sapiens), P08173. CHO-K1 hM4/Gqi5, ACh EC20; 0% = ACh EC20, 100% = maximal ACh. activation, % at 3 µM. 360,000 tested, 0.4% active;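 active = activation above its plate's cutoff, the mean activation of sample wells plus 3 SD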; note: some results filed as inactive read as strong as hits
Target sequence (P08173 whole entry, looked up): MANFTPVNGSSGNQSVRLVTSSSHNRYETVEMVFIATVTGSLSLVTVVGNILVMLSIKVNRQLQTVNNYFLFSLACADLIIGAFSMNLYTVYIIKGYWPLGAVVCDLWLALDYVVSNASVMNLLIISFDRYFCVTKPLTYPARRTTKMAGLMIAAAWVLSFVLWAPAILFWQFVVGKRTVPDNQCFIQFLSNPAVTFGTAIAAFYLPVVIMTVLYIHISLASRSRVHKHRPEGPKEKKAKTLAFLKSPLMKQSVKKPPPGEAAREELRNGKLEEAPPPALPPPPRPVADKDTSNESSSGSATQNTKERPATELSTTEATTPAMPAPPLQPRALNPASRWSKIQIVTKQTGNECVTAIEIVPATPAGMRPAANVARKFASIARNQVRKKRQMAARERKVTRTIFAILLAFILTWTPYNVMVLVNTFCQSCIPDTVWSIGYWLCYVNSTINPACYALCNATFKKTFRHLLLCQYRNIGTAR
CRFBP-R2 agonist – agonists of CRF-BP/CRF-R2 complex, primary screen, cell-based, HEK293, calcium dye fluorescence, uHTS; calcium dye fluorescence (FLIPR); percent of saturating CRF peptide response; activation, % at 13.2 µM; 350,000 tested, 0.46% active; AID 588473, 2011;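 active = activation of at least 50%, plus an integration ratio under a set limit after plate pattern correction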;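 note: plate controls were neutral control wells without compound for no effect and CRF at EC100 for full effect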
TAAR1 agonist – human TAAR1 agonists, primary screen, Fluo-8 calcium fluorescence, CHO RD-HGA16 cells; Trace amine-associated receptor 1 (Homo sapiens), Q96RJ0; vehicle wells 0%, saturating PEA agonist 100%; activation, % at 3 µM; 360,000 tested, 0.99% active; AID 624467, 2012;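 active = activation above the mean activation of all test compounds in the run plus 3 SD, cut at about 38% in these data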
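Test system: RD-HGA16 (CHO) cells co-expressing Gα16 and hTAAR1; dosing: one-point dosing at 3 µM (nominal); timing: 17-24 h seeding, 75 min 37 °C dye, 30 min RT; signal: kinetic Fluo-8 calcium fluorescence; read-out basis: % activation relative to PEA EC100 response; controls: DMSO and PEA EC100; replicates: n 1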
M5 ag – human M5 muscarinic receptor agonists, primary screen, CHO-K1 cells, Fluo-8 calcium fluorescence | CHO-K1 hM5 cells; 0% DMSO wells, 100% maximal acetylcholine response | activation, % at 3 µM | 360,000 tested, 0.19% active;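 active = activation above the run's mean over test compounds plus 3 SD, cut at about 23% in these data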;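 note: signal is peak over basal fluorescence ratio across the kinetic read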
* hit, by the source's call; / = not tested or not shown; & = joins results of further samples.

item	SMILES	CRFR2-BP antag	TAAR1 antagonist	M5 antag	M5 PAM	CHO-K1 Ca PAM	M4 PAM	CRFBP-R2 agonist	TAAR1 agonist	M5 ag
1	CC1CCCN(S(=O)(=O)c2ccc(Br)s2)C1 (centres undefined)	-18	5	-5	1	24	-1	2.5	9	-6
2	CCOC(=O)c1nnc(-c2ccc(C)cc2)nc1Oc1ccccc1Cl	-4	-4	9	-3	7	-4	2.1	17	0
3	O=C(COC(=O)Cc1ccc(S(=O)(=O)N2CCCCC2)s1)Nc1ccc2c(c1)OCO2	-11	4	1	4	17	1	1.4	8	-6
4	O=C(C1CCC1)N1CCN(S(=O)(=O)c2cc(F)ccc2F)CC1	7	-8	-5	5	-11	8	-0.2	0	3
5	C=CCc1cccc(/C=N/NC(=O)c2ccccc2Br)c1O	-9	9	7	-5	44*	7	-1.0	2	-5
6	Cc1ccc(-c2cnc(-c3ccncc3)o2)cc1	-33	-21	-9	4	-7	20	0.2	11	-2
7	CCCC(=O)Nc1sc2c(c1C(=O)Nc1ccccn1)CCCC2	-15	-16	4	3	8	1	-2.4	5	-1
8	O=S(=O)(Cc1ccccc1)N1CCCCCC1	-3	1	-1	-7	4	7	0.4	6	0
9	COc1ccc(NC(=O)N2CCCc3ccccc32)cc1	11	8	-1	3	16	9	-1.8	3	-3
10	CCOC(=O)c1nc[nH]c1C	4	-10	7	-6	17	-2	-2.5	4	3
11	Cc1ccc(S(=O)(=O)N2CC(=O)N3CCN(CCN)C3C2)cc1 (centres undefined)	-2	-1	13	-3	12	6	0.5	7	-1
12	COc1ccc(CCn2c(=N)c(C(=O)N3CCN(C)CC3)cc3c(=O)n4ccccc4nc32)cc1	1	13	2	1	11	7	-1.1	8	-2
13	Cc1cc(C(=O)NCc2nc(-c3ccccc3)no2)ccc1[N+](=O)[O-]	4	-6	6	-3	7	-10	-0.7	1	1
14	C1CC1Cc1noc(CN2CCN(CC3CC3)CC2)n1	3	-30	15	-3	15	-4	0.0	1	-12
15	CC(C)N(Cc1ccccc1)C(=O)COC(=O)C1CCN(S(=O)(=O)c2ccc3c(c2)OCCO3)CC1	-6	-2	10	-6	13	-2	6.3	1	-6
16	N#Cc1ccccc1OCC(=O)NCC(c1cccs1)N1CCOCC1 (centres undefined)	7	-21	8	-6	-5	-1	-0.7	0	-1
17	CCOc1ccccc1C=NN=Cc1ccccc1O	-16	-12	-2	-3	-16	-3	0.2	1	4
18	CCc1ccc(OCc2cnc(Cl)s2)cc1	1	4	7	2	-3	-1	-1.6	12	2
19	CC(C)CCNC(=O)Nc1ccc2c(c1)N(C)C(=O)CS2	28	9	4	-9	-8	-6	1.9	6	1
20	COc1ccc(C2=NCCn3nc4cc([N+](=O)[O-])ccc4c32)cc1	-3	-7	9	2	8	5	0.5	5	-2
21	Cc1ccsc1/C=C(\C#N)C(=O)NCc1cccnc1	9	3	17	-9	23	4	1.8	3	4
22	Cc1cc(C(=O)N/N=C/c2ccccn2)n[nH]1	-2	4	1	-3	-5	-2	-1.4	11	-2
23	COc1ccccc1NC(=O)Nc1nc(C(N)Cc2ccccc2)cs1 (centres undefined)	/	29	11	-3	14	2	/	20	2
24	Cc1ccccc1OCC(=O)OCC(=O)Nc1cc(C(F)(F)F)ccc1N1CCOCC1	-1	13	-2	0	19	0	-2.3	3	-3
25	O=C(c1ccccc1Cc1ccccc1)N1CCN(S(=O)(=O)c2ccccc2[N+](=O)[O-])CC1	-3	22	3	-5	-25	-7	0.3	8	-1

From no. 16 up to 25, as listed above:
item	SMILES	CRFR2-BP antag	TAAR1 antagonist	M5 antag	M5 PAM	CHO-K1 Ca PAM	M4 PAM	CRFBP-R2 agonist	TAAR1 agonist	M5 ag
16	N#Cc1ccccc1OCC(=O)NCC(c1cccs1)N1CCOCC1 (centres undefined)	7	-21	8	-6	-5	-1	-0.7	0	-1
17	CCOc1ccccc1C=NN=Cc1ccccc1O	-16	-12	-2	-3	-16	-3	0.2	1	4
18	CCc1ccc(OCc2cnc(Cl)s2)cc1	1	4	7	2	-3	-1	-1.6	12	2
19	CC(C)CCNC(=O)Nc1ccc2c(c1)N(C)C(=O)CS2	28	9	4	-9	-8	-6	1.9	6	1
20	COc1ccc(C2=NCCn3nc4cc([N+](=O)[O-])ccc4c32)cc1	-3	-7	9	2	8	5	0.5	5	-2
21	Cc1ccsc1/C=C(\C#N)C(=O)NCc1cccnc1	9	3	17	-9	23	4	1.8	3	4
22	Cc1cc(C(=O)N/N=C/c2ccccn2)n[nH]1	-2	4	1	-3	-5	-2	-1.4	11	-2
23	COc1ccccc1NC(=O)Nc1nc(C(N)Cc2ccccc2)cs1 (centres undefined)	/	29	11	-3	14	2	/	20	2
24	Cc1ccccc1OCC(=O)OCC(=O)Nc1cc(C(F)(F)F)ccc1N1CCOCC1	-1	13	-2	0	19	0	-2.3	3	-3
25	O=C(c1ccccc1Cc1ccccc1)N1CCN(S(=O)(=O)c2ccccc2[N+](=O)[O-])CC1	-3	22	3	-5	-25	-7	0.3	8	-1

Two records drawn at random from the list so far, as already listed:
item	SMILES	CRFR2-BP antag	TAAR1 antagonist	M5 antag	M5 PAM	CHO-K1 Ca PAM	M4 PAM	CRFBP-R2 agonist	TAAR1 agonist	M5 ag
20	COc1ccc(C2=NCCn3nc4cc([N+](=O)[O-])ccc4c32)cc1	-3	-7	9	2	8	5	0.5	5	-2
3	O=C(COC(=O)Cc1ccc(S(=O)(=O)N2CCCCC2)s1)Nc1ccc2c(c1)OCO2	-11	4	1	4	17	1	1.4	8	-6

Remaining list, next part.
item	SMILES	CRFR2-BP antag	TAAR1 antagonist	M5 antag	M5 PAM	CHO-K1 Ca PAM	M4 PAM	CRFBP-R2 agonist	TAAR1 agonist	M5 ag
26	Cc1cccc([C@@H](NC(=O)OC(C)(C)C)C(=O)OC(C)(C)C)c1	-12	6	8	0	5	-5	0.7	25	-3
27	CCCCN(C(=O)CSc1nnc(-c2ccccc2OC)n1C)c1c(N)n(Cc2ccccc2)c(=O)[nH]c1=O	3	-1	-8	14	20	7	-2.9	9	-4
28	O=C(CC1SC(N2CCCCC2)=NC1=O)Nc1cccc(C(=O)Nc2ncccc2O)c1 (centres undefined)	1	-25	3	-13	-19	10	-0.2	10	3
29	COc1ccc(CNc2ccc3c(c2)nc(C)n3C)cc1	-11	-1	-15	4	18	16	-1.2	6	-3
30	COC(=O)c1sc(N)c(C(=O)OC)c1COC(=O)c1c(C)noc1C	9	-13	-8	5	16	4	-0.1	6	-2
31	CCOC1OC(=O)C(Cl)=C1Nc1cc(C)ccc1C (centres undefined)	-19	-11	-7	1	12	11	-2.7	3	-6
32	CN(C)S(=O)(=O)N(CC(=O)NCCSCc1ccc(Cl)cc1)c1ccccc1	-8	-5	12	-10	13	-9	0.6	5	-2
33	CS(=O)(=O)Nc1ccc(C(=O)Nc2ccc3ccccc3c2)cc1	-10	31	11	-1	6	3	-0.5	18	-7
34	Cn1c(-c2ccccc2)cnc1NCc1ccc(F)cc1	1	-11	6	-7	-16	-14	-0.7	1	-19
35	CC(C)N(C(=O)[C@H]1CC(CC(=O)NCCCn2ccnc2)C(=O)N2CCc3c([nH]c4ccccc34)[C@]12C)C(C)C (some centres undefined)	-27	-9	-6	11	2	8	-1.5	-1	-2
36	Cn1c(CNC(=O)CNS(=O)(=O)c2ccccc2)cc(=O)n(C)c1=O	-3	4	10	-2	23	7	1.9	1	-5
37	CCOC(=O)c1ccccc1NC(=O)/C(C)=C/C(=O)O	-15	17	-1	-2	19	7	-0.8	8	-1
38	O=C(Cn1nnc(-c2ccccc2)n1)NCC(=O)Nc1ccc(F)c(F)c1F	-1	-3	1	-10	0	1	-0.5	2	4
39	Cc1nc(C#N)c(NCc2ccc3c(c2)OCO3)o1	-18	-1	2	-3	13	4	-1.7	3	-7
40	Cc1ccccc1C(=O)Nn1cnnc1	3	0	-1	6	20	1	0.7	0	5
41	Cc1ccccc1NC(=O)Cc1nnc(SCC(=O)Nc2ccccc2)n1C	10	-19	13	-9	7	-14	-0.8	1	0
42	COc1ccc(OC2CCN(S(=O)(=O)c3ccc(OC)c(OC)c3)CC2)cc1	-15	21	14	-8	-1	-9	-1.0	-1	4
43	CCOC(=O)Cn1nnc2c(sc3nc4c(c(-c5ccccc5)c32)CCC4)c1=O	-20	-5	-1	-2	12	15	-1.0	-4	1
44	CC1Cc2ccccc2N1C(=O)CSc1nc2c(c(=O)n(C)c(=O)n2C)n1Cc1ccccc1 (centres undefined)	7	52*	16	-11	6	-30	0.6	17	2
45	Cc1ccc(OCC(=O)N/N=C2\CCOc3c(C)cccc32)cc1	-69	-11	10	-8	10	0	-2.5	3	-2
46	CN1CC(=O)N=C1N	-5&-3	-26&-9	0&5	2&-3	9&15	-1&2	-1.5&-0.8	2&2	0&0
47	O=c1/c(=C\c2ccc(O)cc2)sc2nc(-c3ccccc3)c(-c3ccccc3)n12	-1	0	4	3	17	-1	3.9	0	-1
